# RMI-FANCM inh = inhibitors of human RMI core complex binding to FANCM MM2; Fluorescence polarization, RMI core complex with F-MM2 peptide; hits give low values; FP signal (polarization) at 33 µM; hit rate 0.58% among 70,000; in the data active = FP signal below about 40; note: inactives centre near 61; strong numbers were not always called active; unit not given here
# An asterisk follows results filed as active; & = joins results of further samples. An excerpt; count on the stated rates, not on these rows.
SMILES,RMI-FANCM inh
CCCCCc1ccc2c(c1)Cc1cc(OC(=O)c3ccc(C#N)cc3)ccc1-2,51
NC(=O)C1CCN(C(=O)CCc2csc(NC(=O)c3ccc[nH]c3=O)n2)CC1,61
FC(F)(F)c1cccc(Nc2ncnc3scc(-c4ccc(Br)cc4)c23)c1,97
O=C(NCc1cccs1)c1ccc2nccnc2c1,54
O=C(Nc1sc2ccccc2c(=O)c1-c1ccc2c(c1)OCO2)c1cccs1,64
O=S(=O)(c1cccc2cccnc12)N1CCN(Cc2ccccc2)CC1,54
O=C(c1ncc[nH]1)c1ccco1,60
CCOc1ccc2c(c1)sc(=NC(=O)c1ccn(C)n1)n2C,70
NS(=O)(=O)c1ccc(NC(=O)Nc2ccc(C(F)(F)F)cc2)cc1,53
O=C(Nc1ccc2c(c1)CN(C(=O)c1cccs1)CC2)c1ccc(F)c(F)c1,71
O=S(=O)(c1ccc2ccccc2c1)N1CCN(c2ccc(-c3ccco3)nn2)CC1,73
CCC(=O)N1CCCc2cc(NC(C)=O)ccc21,72
COc1c(C)cc(S(=O)(=O)Nc2ccc3c(c2)CCC(=O)N3)cc1C,63
Cc1cc(N2CCN(C3CCCCC3)CC2)n2c(nc3ccccc32)c1C#N,56
CCOc1cc(-c2nnc(NC(=O)c3ccc(C(=O)OC)cc3)o2)cc(OCC)c1OCC,59
Cc1nc(N2CCC(Cc3ccccc3)CC2)c2c3c(sc2n1)CCCC3,74
Nc1cccc2c1C(=O)N(Cc1ccccc1)C2=O,-65
COc1ccccc1N1CCN(CCNC(=O)c2ccccc2Cl)CC1,59
O=S(=O)(CCN1CCOCC1)c1ccc(Cl)cc1,57
Cc1cccc(NC(=O)CSc2nnc3ccc(-c4ccccn4)nn23)c1,69
CCCCCn1c(SCC(=O)NCc2ccccc2Cl)nc2cc(C(=O)N3CCC(C(N)=O)CC3)ccc2c1=O,57
O=C(Nc1nc2ccc(S(=O)(=O)N3CCCCC3)cc2s1)C1CCCC1,77
CSC(=S)NN=C1CCCCC1,65
COc1ccc(S(=O)(=O)NCC2CCN(C3CCCC3)CC2)cc1C,75
O=C(Nc1ccccc1Sc1ccc(C(F)(F)F)cc1[N+](=O)[O-])C(Cl)Cl,50
CC(C)N1CCC(CNC(=O)c2cccc(C(F)(F)F)c2)CC1,74
O=C(O)CC(CC(=O)Nc1ccc(N2CCOCC2)cc1)c1ccccc1 (stereo not drawn),58
CC(=O)N1CCC(c2nnc(-c3ccco3)o2)CC1,59
O=C(CCn1cccc(C(F)(F)F)c1=O)Sc1ccc(Cl)cc1,62
CCOC(=O)c1c(-c2cccs2)csc1NC(=O)CSc1ncn[nH]1,78
O=C(O)c1ccc(-n2nc3c4c(cccc4c2=O)-c2ccccc2-3)cc1,61
O=c1[nH]c2ccccc2c2ccccc12,56&55&70
Cc1ccc(NC(=O)CCCn2nc(-c3ccco3)ccc2=O)cc1Cl,63
COc1ccccc1-c1nc(Cn2ccn3nc(-c4ccc(Cl)cc4)cc3c2=O)c(C)o1,96
Cc1cc(NC(=O)c2cccs2)n(C)n1,65
COc1ccc(S(=O)(=O)Nc2ccc3c(c2)N(C(=O)C2CCCC2)CC3)cc1Cl,68
N#Cc1cccc(NC(=O)CSc2nccn3nc(-c4ccccc4)cc23)c1,88
COc1ccc(-c2cc(-c3ccc(C)c(C)c3)nc(SCC(=O)N3CCOCC3)c2C#N)cc1,80
O=C(NCCCn1nc(-c2ccncc2)ccc1=O)c1ccc2ccccc2c1,65
Cc1nnsc1C(=O)NCc1c(Cl)cccc1Sc1ccc(Cl)cc1,52
C=CCOC(=O)C1=C(C)NC(=S)NC1c1ccc(OCc2ccc(F)cc2)c(OC)c1 (stereo not drawn),85
Cc1ccc(-n2c(C)nc3ccc(NC(=O)c4cccs4)cc3c2=O)cc1,61
COc1cc(C(C)=O)ccc1OCC(=O)NCCn1nc(-c2ccc(F)cc2)ccc1=O,68
CCOC(=O)Cn1c(=NC(=O)CN2C(=O)c3ccccc3C2=O)sc2c(C)cc(C)cc21,67
Cc1ccc(N2CCn3c2nnc(C(=O)NCCC2=CCCCC2)c3=O)cc1,55
CCC(=O)Nc1ccc(S(=O)(=O)Nc2ccc(-c3ccc(S(=O)(=O)CC)nn3)cc2)cc1,67
OC(CN1C=CC(C(F)(F)F)=NCC1)C(F)(F)F (stereo not drawn),54
O=C(Nc1ccccc1Cl)C(=O)NC1CCCCCC1,54
Oc1ccc2cc(Br)ccc2c1,61
COc1ccc2nc(N(Cc3ccccn3)C(=O)c3ccc([N+](=O)[O-])s3)sc2c1,54
COc1cc(C(=O)Nc2cc(C)nn2C)cc(OC)c1OC,66
CNc1nc2cccnc2s1,64
O=C(CN1C(=O)c2ccccc2OC(c2ccccc2)C1=O)c1ccc2c(c1)OCCO2 (stereo not drawn),75
CC(CN1CCN(Cc2ccccc2)CC1)N(C(=O)c1cccc([N+](=O)[O-])c1)c1ccccn1 (stereo not drawn),55
CCn1c2c(c3cc(OCC(C)C)ccc31)CCCC2=O,53
Cn1c(=O)n(CC(=O)N2CCCC2)c(=O)c2c(N3CCN(C(=O)C4CC4)CC3)ccnc21,61
CCC(C(=O)NCCn1ncc2c(=O)n(Cc3ccccc3C)cnc21)c1ccccc1 (stereo not drawn),67
COc1ccc2nc(-c3cccc(NC(=O)c4ccc(C(F)(F)F)cc4)c3)cn2n1,104
COc1ccc(-n2nnc(C(=O)OCc3nc(-c4cccc(OC)c4OC)oc3C)c2C)cc1Cl,73
Cc1cccc(Cn2ccn(-c3ccc4c(c3)OCCO4)c(=O)c2=O)c1,53
# The list continues.
SMILES,RMI-FANCM inh
CN(C)CCCN1C(=O)C(O)=C(C(=O)c2cc3ccccc3o2)C1c1ccco1 (stereo not drawn),55
O=C(NCC12CC3CC(CC(C3)C1)C2)N1CCN(CCO)CC1,62
Cc1ccc2cccc(OC(=O)N3CCCCCC3)c2n1,59
O=C(CSc1nccn(-c2ccc(Br)cc2)c1=O)Nc1ccccc1F,74
COc1ccc(C(=O)NCCS(=O)(=O)NCc2cccnc2)cc1,52
Cc1nc(C)c(C(=O)NNC(=O)COc2ccc(Cl)cc2Cl)s1,64
O=C(/C=C/c1ccc([N+](=O)[O-])cc1)Nc1ccccc1-c1nc2ccccc2[nH]1,75
CCC(=O)Nc1ccc(S(=O)(=O)Nc2ccc3c(c2)C(=O)Nc2ccccc2O3)cc1,59
Cn1ncc2c(NNS(=O)(=O)c3cc(C(F)(F)F)cc(C(F)(F)F)c3)ncnc21,52
COc1ccc(NC(=O)Nc2ccc3nc(C)n(-c4ccc(F)cc4)c(=O)c3c2)c(OC)c1,60
O=C(Cn1nc(-c2ccco2)c2sc(N3CCCC3)nc2c1=O)Nc1ccc(C(F)(F)F)cc1,75
Cc1cc(OCC(=O)NCCCn2nc(-c3ccncc3)ccc2=O)ccc1Cl,68
COc1cc([N+](=O)[O-])cc2sc(NC(=O)c3ccco3)nc12,73
CCCN1CCCc2cc(CCNC(=O)C(=O)NCC3CCCO3)ccc21 (stereo not drawn),66
COc1ccccc1/C=C/C1C(C(=O)OC(C)C)=C(C)N=C2SCCC(=O)N21 (stereo not drawn),63
COc1cccc(CC(=O)Nc2ncc(S(=O)(=O)c3ccc([N+](=O)[O-])cc3)s2)c1,68
COc1ccccc1NC(=O)N1CCN(c2ccccc2)CC1,59
CCOc1ccc(-c2cc3c(=O)n(CC(=O)Nc4ccccc4C(=O)OC)ncn3n2)cc1,76
Cc1nn(CC(=O)O)c(C)c1Cl,67
CN1CCN(c2nc3ccc(NC(=O)C4CC(=O)N(c5ccccc5)C4)cc3s2)CC1 (stereo not drawn),62
O=C(CSc1nnc(CNC(=O)c2ccccc2)o1)NCc1ccco1,57
Cc1cc(NC(=O)c2ccc(S(=O)(=O)N(CC(C)C)CC(C)C)cc2)n(C(C)C)n1,66
CCOC(=O)c1c(NC(=O)C2CCN(S(C)(=O)=O)CC2)sc2ccccc12,76
COc1ccc(SCCC(=O)NNS(=O)(=O)c2cccs2)cc1,62
COc1ccc(-n2c(C)nc3ccc(NC(=O)c4ccccc4Cl)cc3c2=O)cc1,61
Cc1cc(C)c(S(=O)(=O)NCC(c2ccc3c(c2)CCN3C)N(C)C)c(C)c1 (stereo not drawn),65
O=C(Cc1ccc(F)cc1)NCCS(=O)(=O)N1CCN(CCc2ccccc2)CC1,61
Cc1cc(Br)ccc1NC(=O)CC1CCCCN1S(=O)(=O)c1ccccc1 (stereo not drawn),74
CCOc1cc(N2CCOCC2)c(OCC)cc1NS(=O)(=O)c1ccc(OC)cc1,60
O=C(COc1ccccc1F)NCC(c1ccsc1)N1CCCCCC1 (stereo not drawn),63
COc1ccc(C(CNC(=O)C(=O)Nc2ccccc2C#N)N2CCOCC2)cc1 (stereo not drawn),52
O=C(CSc1ccc(Cl)cc1)Nc1nc(-c2ccc(Cl)s2)cs1,73
CCOc1ccc(-n2c(SCC(=O)Nc3ccccc3F)nc3c(oc4ccccc43)c2=O)cc1,81
COC(=O)CCN(C(=O)c1ccc([N+](=O)[O-])cc1)c1ccccn1,60
CC(C)(C)CC(C)(C)c1ccc(OCOCCOCCO)c(Cc2cc(C(C)(C)CC(C)(C)C)cc(Cc3cc(C(C)(C)CC(C)(C)C)ccc3OCOCCOCCO)c2OCOCCOCCO)c1,54
CCC(C(=O)N1CCN(Cc2nc3ccccc3[nH]2)CC1)c1ccccc1 (stereo not drawn),62
CC(=O)N1CCN(c2ccnc3c2c(=O)n(CC(=O)NCc2ccc(F)cc2)c(=O)n3C)CC1,51
COc1ccccc1C1CC(c2c(-c3ccccc3)c3cc(Cl)ccc3[nH]c2=O)=NN1C(=O)C(OC)c1ccccc1 (stereo not drawn),64
O=C(Nc1nc2c(s1)CCCC2C(=O)N1CCc2ccccc21)c1ccccc1 (stereo not drawn),61
C=CCNC(=S)Nc1nc(CC(=O)OCC)cs1,64
C=CCn1c(SCC(=O)c2ccc(Cl)cc2)nc2scc(-c3ccc(C)o3)c2c1=O,74
Cc1cc(NC(=O)c2cc(Cl)ccc2Cl)n(-c2nc3c(cnn3-c3ccc(F)cc3)c(=O)[nH]2)n1,64
CC(C)S(=O)(=O)c1ccc(Cc2nnc(NC(=O)c3cc4ccccc4o3)o2)cc1,66
Cn1c(CSc2cccs2)nnc1SCC(=O)c1ccccc1,54
Cc1ccc(S(=O)(=O)N2CCCC(c3nnc(-c4cccs4)o3)C2)cc1 (stereo not drawn),62
CS(=O)(=O)c1ccc(NC(=O)c2c(F)cccc2Cl)cc1,65
CC(=O)N1CCN(C(=O)c2cc(-c3cccs3)nc3c2c(C)nn3C2CCS(=O)(=O)C2)CC1 (stereo not drawn),66
Cc1n[nH]c(C)c1Sc1ccccc1[N+](=O)[O-],64
OC(CN1CCN(c2ccc(C(F)(F)F)cn2)CC1)c1ccc2c(c1)OCCO2 (stereo not drawn),49
CNC(=O)n1cc(C)c(-c2ccccc2)n1,67
O=C(CCc1csc(NC(=O)c2ccc(=O)[nH]c2)n1)NC1CCCC1,61
O=C(Nc1nc(CCC(=O)N2CCN(c3ncccn3)CC2)cs1)c1ccc(=O)[nH]c1,63
COc1ccccc1NC(=O)/C(C#N)=C/c1ccc(C2CC2C)o1 (stereo not drawn),71
O=C(O)c1ccc2c(c1)C(=O)N(CCCn1ccnc1)C2=O,64
COc1ccc(-n2nnnc2SCC(=O)Nc2ncc(Cc3ccccc3)s2)cc1,83
Cc1ccc(/C=C2/SC(=S)N(N)C2=O)o1,121
O=C(Nc1ccc2sccc2c1)c1ccc(Cc2ccccc2)cc1,65
CN1CCN(c2ccc(N3CCN(C(=O)c4ccc(Br)o4)CC3)nn2)CC1,58
CC(C)NC(=O)N1CCN(Cc2nc(-c3ccccc3)cs2)CC1,58
O=c1ccc(-c2cccs2)nn1CCCNS(=O)(=O)c1cccc(C(F)(F)F)c1,71
# New compounds follow
SMILES,RMI-FANCM inh
Cc1cc(NC(=O)c2ccc3ncsc3c2)n(-c2nc3ccccc3s2)n1,63
N#C/C(=C\c1ccc(O)c(O)c1)C(=O)NCCCNC(=O)/C(C#N)=C/c1ccc(O)c(O)c1,69
c1ccc(CSc2nnc(-c3cccs3)o2)nc1,72
C#CC(C)(CC)OCC(O)CN1CCc2ccccc2C1 (stereo not drawn),61
CCOC(=O)c1c(NC(=O)CSc2ccc3ccccc3n2)sc2c1CCC(C)C2 (stereo not drawn),75
Cc1c(C)c(C)c(CO/N=C(/c2ccccc2)c2ccc(Cl)cc2)c(C)c1C,56
COc1ccc2nc(-c3ccc(F)c(NC(=O)c4ccc5c(c4)OCO5)c3)cn2n1,76

# Molecules shown so far containing a furan ring, fused or not, in the order listed:
SMILES,RMI-FANCM inh
O=C(c1ncc[nH]1)c1ccco1,60
O=S(=O)(c1ccc2ccccc2c1)N1CCN(c2ccc(-c3ccco3)nn2)CC1,73
CC(=O)N1CCC(c2nnc(-c3ccco3)o2)CC1,59
Cc1ccc(NC(=O)CCCn2nc(-c3ccco3)ccc2=O)cc1Cl,63
CN(C)CCCN1C(=O)C(O)=C(C(=O)c2cc3ccccc3o2)C1c1ccco1 (stereo not drawn),55
O=C(Cn1nc(-c2ccco2)c2sc(N3CCCC3)nc2c1=O)Nc1ccc(C(F)(F)F)cc1,75
COc1cc([N+](=O)[O-])cc2sc(NC(=O)c3ccco3)nc12,73
O=C(CSc1nnc(CNC(=O)c2ccccc2)o1)NCc1ccco1,57
CCOc1ccc(-n2c(SCC(=O)Nc3ccccc3F)nc3c(oc4ccccc43)c2=O)cc1,81
C=CCn1c(SCC(=O)c2ccc(Cl)cc2)nc2scc(-c3ccc(C)o3)c2c1=O,74
CC(C)S(=O)(=O)c1ccc(Cc2nnc(NC(=O)c3cc4ccccc4o3)o2)cc1,66
COc1ccccc1NC(=O)/C(C#N)=C/c1ccc(C2CC2C)o1 (stereo not drawn),71
Cc1ccc(/C=C2/SC(=S)N(N)C2=O)o1,121
CN1CCN(c2ccc(N3CCN(C(=O)c4ccc(Br)o4)CC3)nn2)CC1,58

# Source: PubChem (Small Molecule Screening Facility, UW Madison)
